# Screening results as filed in PubChem BioAssay.
# PABP1 MLLE inh = inhibitors of microRNA-mediated deadenylation, human PABP1 MLLE binding; inhibition, % at 20 µM; AID 588489; GST-MLLE / FITC-PAM2 fluorescence polarization; hit rate 0.36% among 360,000; in the data active = inhibition above about 35%, passing the limit was not always enough;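 note: plate controls were DMSO wells with GST-MLLE for no effect and wells lacking GST-MLLE protein for full effect; some results filed as inactive read as strong as hits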
# Target sequence (P11940 whole entry, looked up): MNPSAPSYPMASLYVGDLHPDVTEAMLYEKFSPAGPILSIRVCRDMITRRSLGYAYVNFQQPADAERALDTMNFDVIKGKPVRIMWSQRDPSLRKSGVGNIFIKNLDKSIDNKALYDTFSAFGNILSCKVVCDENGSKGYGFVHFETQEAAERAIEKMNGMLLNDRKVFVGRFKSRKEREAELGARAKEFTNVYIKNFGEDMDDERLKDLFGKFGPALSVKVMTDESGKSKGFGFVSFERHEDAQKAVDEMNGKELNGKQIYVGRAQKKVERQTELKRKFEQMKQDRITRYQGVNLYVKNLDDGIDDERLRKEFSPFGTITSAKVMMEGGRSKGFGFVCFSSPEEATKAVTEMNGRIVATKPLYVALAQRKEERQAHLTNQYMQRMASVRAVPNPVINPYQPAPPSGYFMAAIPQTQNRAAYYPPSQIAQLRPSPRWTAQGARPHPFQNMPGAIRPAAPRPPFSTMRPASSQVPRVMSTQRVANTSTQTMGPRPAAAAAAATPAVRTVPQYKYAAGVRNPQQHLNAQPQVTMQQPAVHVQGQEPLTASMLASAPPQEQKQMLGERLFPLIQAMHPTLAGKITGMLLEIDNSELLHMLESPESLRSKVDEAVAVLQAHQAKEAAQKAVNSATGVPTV
# MT1-MMP act inh = MT1-MMP (human) activation inhibition | P50281 | HT1080 RFP-PRO-GFP cells, GFP/RFP ratio fluorescence, overnight; percent of plate control window, DMSO zero | GFP/RFP ratio change, % at 20 µM | hit rate 0.061% among 360,000;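 active = GFP/RFP ratio change of at least 30% with cell ATP level not reduced by more than half and red fluorescence within 50% of control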; note: strong numbers were not always called active
#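 Material – HT1080 RFP-PRO-GFP cells · Control set – DMSO wells and RFP-L50D-GFP cells · Incubation – overnight cell settling, then overnight compound exposure, 37 °C, 5% CO2 · Compound dosing – single-point 20 µM compound, 1% DMSO · Read-out – GFP/RFP fluorescence ratio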
# MsrA inhibitor = inhibitors of bovine MsrA; purified bovine MsrA, absorbance read-out; hit rate 0.75% among 360,000; AID 651718; inhibition, % at 15.5 µM; in the data active = inhibition above about 4.5%;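 note: 0% = vehicle wells with enzyme and 100% = reference inhibitor wells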
# FAS TE block = inhibitors of human fatty acid synthase thioesterase domain; P49327; recombinant FAS-TE, OMFH fluorogenic substrate, fluorescence endpoint; inhibition, % at 15 µM; hit rate 0.67% among 360,000;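 active = compounds whose normalised, plate-corrected inhibition of enzyme fluorescence in the single-dose primary screen is 50% or more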;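 note: 0% = DMSO with enzyme and 100% = substrate without enzyme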
# E coli Lon inh = inhibits E. coli Lon protease. P0A9M0. purified E. coli Lon protease, fluorescence polarization. inhibition, % at 7.94 µM. hit rate 0.42% among 360,000. AID 602123; in the data active = inhibition above about 13%, passing the limit was not always enough;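 note: 0% = enzyme with probe and DMSO and 100% = no enzyme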
# SKN-1 block = C. elegans SKN-1 inhibition; C. elegans VP596 Pgst-4::GFP/RFP ratio, acrylamide-induced, 24 h; inhibition, % at 21.8 µM; hit rate 0.49% among 360,000; AID 624304;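 active = interference check ratio from 0.5 to 1.5 plus GFP to RFP signal ratio inhibition reaching or exceeding a fixed threshold, cut at about 30% in these data, passing the limit was not always enough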; note: some compounds called inactive have numbers as strong as hits
# Tb MetRS inh = Trypanosoma brucei MetRS inhibition. purified T. brucei MetRS, ATP depletion, Kinase-Glo luminescence. hit rate 0.4% among 360,000. inhibition, % at 11.9 µM;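 active = inhibition above a per-plate cutoff of the control wells' mean inhibition plus 3 SD, cut at about 5.5% in these data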;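 note: 0% = DMSO wells median and 100% = median of wells with control inhibitor compound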
#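 Dosing: 11.9 µM compound single dose, 0.9% DMSO; Assay system: purified T. brucei MetRS enzyme; Measured by: Kinase-Glo luciferase luminescence reporting remaining unconsumed ATP; Schedule: 15 min plus 2 h at 25 °C.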
# bovine MsrA act = bovine methionine sulfoxide reductase A activation | hit rate 0.3% among 360,000 | purified bovine MsrA, absorbance read-out | activation, % at 10.6 µM; in the data active = activation above about 7.5%;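 note: 0% = vehicle and 100% = reference activator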
# NRP1-CendR mod = modulators of CendR peptide binding to human neuropilin-1; FAM-RPARPAR peptide binding to NRP-1, fluorescence polarization; inhibition, % at 25 µM; O14786; AID 602438; hit rate 0.85% among 360,000;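 active = inhibition or corrected inhibition above about 18%, plus a signal ratio from 0.5 to 1.5, limit read from the data, passing the limit was not always enough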; note: strong numbers were not always called active
# Numbers without * were called inactive; / = no result given.
smiles	PABP1 MLLE inh	MT1-MMP act inh	MsrA inhibitor	FAS TE block	E coli Lon inh	SKN-1 block	Tb MetRS inh	bovine MsrA act	NRP1-CendR mod
COc1ccccc1-c1noc(-c2ccccc2C(=O)Nc2ccccc2)n1	3	-2	0.7	-3	4	-6	-1.2	-10	-4
COC(=O)/C(C#N)=C/c1c(N2CCN(c3ccccc3)CC2)nc2ccccn2c1=O	-23	-2	-0.5	6	-8	-10	-0.4	-3	-12
Clc1cc(Cl)c(Cl)c(Cl)c1Cl	5	0	0.6	12	4	-1	-0.4	-4	-15
Cc1cc(C)c(S(=O)(=O)Nc2ccncc2)cc1C	-3	4	-0.7	-6	-8	8	-0.4	-5	3
O=C(Nc1ccc(Cc2ccc(NC(=O)C3CC3)cc2)cc1)C1CC1	4	-5	-1.2	-3	5	4	-0.2	-2	14
CS(=O)(=O)N(Cc1cccc(CN(C(C(=O)O)c2ccccc2)S(C)(=O)=O)c1)C(C(=O)O)c1ccccc1 (stereo not given)	-14	1	-1.1	-6	14	14	-0.2	-2	-5
Cn1c(CCc2ccccc2)n[nH]c1=S	-13	0	-0.2	-6	6	12	-1.1	-7	-4
NCc1csc(Nc2ncccn2)n1	-7	3	-0.5	-7	1	-3	-0.3	-3	10
CCN1CCN(C(=O)CSCc2nc(-c3ccc(OC)c(OC)c3)oc2C)CC1	-6	2	-0.2	-3	15*	-17	1.3	-4	4
CN1C(=O)c2ccc(C(=O)NC3CCCCC3)cc2C1=O	0	5	0.3	0	4	17	-0.2	-2	0
CCCC(=O)N1CCN(c2ccc(NC(=O)c3ccc(N4CCCC4)c([N+](=O)[O-])c3)cc2Cl)CC1	0	2	0.3	8	-4	-6	-0.8	-4	-4
Cc1sc(NC(=O)CSc2nnc(-c3ccccc3)o2)c(C#N)c1C	-12	-3	0.0	-10	-13	10	-1.1	-3	-1
Cc1cc(C)n(C(=O)CNC(=O)C2COc3ccccc3O2)n1 (stereo not given)	6	-4	-0.6	-5	1	-12	0.6	1	-9
C#CCOc1nc(C)cc(C)c1S(=O)(=O)c1ccccc1C	-6	-1	1.7	14	-6	-1	-0.3	-4	35*
COc1ccc(C(C)=O)cc1COC(=O)c1ccc2c(c1)OCO2	-4	-7	1.3	13	2	-9	-0.3	0	-1
CCOC(=O)c1ccc(NC(=O)N2CCN(Cc3cccc(F)c3)CC2)cc1	4	2	/	5	1	4	-0.3	-2	-7
Cc1cc(C)c2oc(-c3cccc(NC(=O)c4ccc(F)cc4)c3)nc2c1	-4	-3	-1.2	-10	-4	-1	-0.3	-4	8
COc1ccc(-c2cccc(C(=O)Nc3ccccc3C)c2)cc1	0	3	-0.6	-7	10	6	-0.4	-2	22
CCOc1ccc(-c2nnc(NC(=O)c3ccc(OCC(C)C)c(OC)c3)o2)cc1	8	-1	0.9	-28	4	18	-0.3	0	5
CCOC(=O)N1CCN(S(=O)(=O)c2ccc(C(=O)Nc3sc4c(c3C#N)CC(C)(C)NC4(C)C)cc2)CC1	9	0	0.6	-2	0	-1	-0.1	-3	13
COc1cc(C(=O)Nc2nnc(SC)s2)c([N+](=O)[O-])cc1OC	0	1	-0.1	-7	5	4	-0.1	-3	7
Cc1cccc(C(=O)N/N=C/c2coc3ccccc3c2=O)c1	16	-8	1.5	1	-9	-4	-0.1	-1	-6
N#CC1=C(N)N(c2ccc(Oc3ccccc3)cc2)C(=O)C1	-12	1	-0.4	2	1	1	0.7	2	-2
O=C(COc1ccc(Br)cc1)N1CCc2ccccc21	5	-1	-0.9	20	3	-16	-0.4	-3	0

# A different layout for part of the listing above.
# The line under a structure holds: PABP1 MLLE inh	MT1-MMP act inh	MsrA inhibitor	FAS TE block	E coli Lon inh	SKN-1 block	Tb MetRS inh	bovine MsrA act	NRP1-CendR mod
COc1ccc(-c2cccc(C(=O)Nc3ccccc3C)c2)cc1
    0	3	-0.6	-7	10	6	-0.4	-2	22
CCOc1ccc(-c2nnc(NC(=O)c3ccc(OCC(C)C)c(OC)c3)o2)cc1
    8	-1	0.9	-28	4	18	-0.3	0	5
CCOC(=O)N1CCN(S(=O)(=O)c2ccc(C(=O)Nc3sc4c(c3C#N)CC(C)(C)NC4(C)C)cc2)CC1
    9	0	0.6	-2	0	-1	-0.1	-3	13

# Remaining list, next part
smiles	PABP1 MLLE inh	MT1-MMP act inh	MsrA inhibitor	FAS TE block	E coli Lon inh	SKN-1 block	Tb MetRS inh	bovine MsrA act	NRP1-CendR mod
COc1ccc(N(CC2CO2)S(=O)(=O)c2ccccc2)cc1 (stereo not given)	14	-4	1.8	-6	5	8	-0.8	-10	12
CN(CC(=O)Nc1cccc(F)c1)C(=O)C1CCC(C(=O)N(C)CC(=O)Nc2cccc(F)c2)CC1 (stereo not given)	-57	5	-1.4	-6	12	-7	-0.3	-2	7
CCNC(=O)c1c(O)c2cccc3c2n(c1=O)CC3	-17	0	1.0	1	-4	16	-0.1	0	2
COc1ccc(S(=O)(=O)N2CCN(C(=O)Cc3cccs3)CC2)cc1	9	-2	-0.6	-8	6	-12	-0.5	-1	1
NC(=O)C1(NC(=O)[C@@H]2CC3(CC(c4cccc(NC(=O)c5cc([N+](=O)[O-])cc([N+](=O)[O-])c5)c4)=NO3)CN2C(=O)c2ccccc2)CC1 (stereo not given in full)	3	2	0.2	9	-5	8	-0.1	-2	5
CCCc1c(C(=O)N/N=C/c2ccoc2)nnn1-c1nonc1N	1	-3	2.1	-10	-27	-21	-0.2	-3	-3
Cc1ccc(C2=NN(C(=O)CN3C(=O)c4ccccc4S3(=O)=O)C(c3ccco3)C2)cc1 (stereo not given)	-1	0	0.0	27	10	-7	0.0	-4	-5
Cc1ccc(NC(=O)C(C)OC(=O)c2ccc(NC(=O)CC#N)cc2)cc1S(=O)(=O)N1CCOCC1 (stereo not given)	-15	-4	-0.9	3	-12	7	-0.3	9.5*	-1
CC(=O)Nc1ccc(SCC(=O)c2c(N)n(Cc3ccccc3)c(=O)n(C)c2=O)cc1	36	6	0.9	-6	-12	2	-0.6	-6	1
C=CCNC(=O)COC(=O)C1CCN(S(=O)(=O)c2ccc3c(c2)OCCO3)CC1	8	3	-0.1	-4	5	1	-0.4	-2	5
COc1ccc(NC2=C(Cl)C(=O)N(c3ccccc3)C2=O)c(OC)c1	4	1	0.9	29	-8	-2	-0.6	-3	-3
COc1cc(C2NC(=S)NC(O)(C(F)(F)F)C2C(=O)c2cccs2)cc(OC)c1O (stereo not given)	-50	7	-0.4	-10	-10	7	0.5	-2	4
Cc1[nH]n(-c2ccc(Cl)cc2)c(=O)c1/C=N/c1nnc(-c2ccccc2)s1	-25	6	0.3	14	-7	6	-0.7	-5	-90
CNC(=O)c1sc(Nc2ccc(OCc3ccccc3)cc2)nc1C	-24	-5	0.0	-1	2	5	-0.2	-3	15
O=C(O)c1ccc2c(c1)C(=O)N(c1cccc(S(=O)(=O)Nc3cccc(C(F)(F)F)c3)c1)C2=O	8	2	0.3	0	-3	-11	-0.7	-2	-12
COc1cccc(C(=O)NC(C)c2ccc(-c3ccccc3)cc2)c1OC (stereo not given)	-1	-1	-0.5	23	2	4	-0.9	-1	4
Cc1cc(C)nc(Nc2ccccc2Cl)n1	-12	-3	-1.1	0	12	7	-1.3	-1	-2
COc1ccc(C)cc1NC(=O)CCc1c(C)nn(-c2ccc(N3CCCCC3)nn2)c1C	-2	2	2.7	4	-2	3	-0.3	-1	4
CC(C)n1c(NCCc2ccccc2)nc2c1c(=O)n(C)c(=O)n2C	4	-15	0.2	-13	-20	-3	-1.4	-12	0
COc1ccccc1NC(=O)c1cnc2n(c1=O)CCS2	3	-6	1.2	-7	5	-32	-1.0	-13	-6
CC1CCCN(C(=O)Cn2nnc(-c3ccccc3F)n2)C1 (stereo not given)	5	3	-0.5	-2	-9	-2	-0.8	0	2
Cc1ccc(S(=O)(=O)NC(=O)c2cc(C)n(-c3ccc(N(C)C)cc3)c2C)cc1	1	-1	-0.7	-7	-7	9	-0.3	2	2
CC(C)COc1cccc(C(=O)NNC(=O)C2COc3ccccc3O2)c1 (stereo not given)	0	6	-0.4	-3	13	6	-1.1	-8	1
COc1c(Cl)cc(C(=O)Nc2ccccc2C(=O)O)cc1Cl	-7	7	0.4	5	-7	12	0.0	-1	-5
CCOc1ccc(-n2c(SCC(=O)OC)nc3sc4c(c3c2=O)CCN(C)C4)cc1	8	0	2.4	-10	-2	3	-0.8	-6	-17
O=C(Nc1cccc(C(=O)O)c1)/C(=C\c1ccccc1)NC(=O)c1ccccc1Cl	6	3	-0.3	-6	-4	7	-0.4	-5	-20
COc1ccc(N2CCN(S(=O)(=O)CCNC(=O)/C=C/c3ccc4c(c3)OCO4)CC2)cc1	2	6	1.9	-4	-2	-14	-0.2	-4	-3
COc1ccc(NC(=O)c2ccc3c(=O)n(-c4ccc(OC)cc4OC)c(=S)[nH]c3c2)c(OC)c1	4	-2	0.7	6	5	7	-0.3	-3	11
CC(C)c1ccc(OCC(O)Cn2cnc3ccccc32)cc1 (stereo not given)	13	5	0.5	3	2	-6	0.0	4	4
Cc1no[n+]([O-])c1COc1ccc(/C=C(\C#N)C(N)=O)cc1	1	-1	2.7	-4	-7	3	-0.5	-3	-7
O=C(N/N=C/c1cccc2ccccc12)c1cc(C2CC2)[nH]n1	-7	4	2.2	2	-13	6	0.8	-4	22*
COc1ccc(NC(=O)c2cccnc2)cc1OCC(C)C	17	-4	-0.2	-3	-16	0	-0.5	-2	-2
N#Cc1c(-c2ccccc2)nc(SCc2ccc(Cl)cc2)[nH]c1=O	0	3	0.1	22	4	-8	0.9	-13	-7
CC1CCC(N(CCCN)Cc2ccco2)CC1C (stereo not given)	10	2	-0.6	-7	0	-13	-0.2	-1	1
CCC(=O)N1CCC1(C)C(=O)Nc1ccc2nc(C)ccc2c1 (stereo not given)	7	3	-0.4	-7	-4	-8	-0.1	-1	-10
O=C1CCCC(O)=C1N=Nc1cccc(S(=O)(=O)N2CCOCC2)c1	7	18	1.5	-5	13	-5	-1.4	-7	5
Cc1cccc(NC(=O)CSc2nc3ccccc3c(=O)n2C)c1	-10	-2	-0.9	8	6	13	0.5	-2	-2
CC1(C(=O)NCCC(F)(F)F)Cc2c(-c3ccccc3)ccnc2O1 (stereo not given)	0	-1	0.3	-5	-11	22	-0.2	0	-3
NNc1nc(-c2ccccc2)cc(-c2ccccc2O)n1	22	8	/	-9	-5	2	-0.4	-3	3
CC(=O)Nc1ccc(NC(=O)C(NC(=O)c2ccc(Cl)cc2)C(C)C)cc1 (stereo not given)	-73	0	-0.2	-6	12	0	-0.1	-1	-2
Cc1ccc(C)c(N2CCN(C(=O)c3ccc(CS(=O)Cc4cccc(Cl)c4)o3)CC2)c1 (stereo not given)	-1	1	-0.3	15	8	-3	-0.6	-4	-1
Cc1cccc(C)c1OCC(=O)N=Nc1c(O)[nH]c2ccc(Br)cc12	9	-3	-0.5	-24	-1	5	-0.6	-2	-1
COc1ccc(CN2CCN(Cc3ccc(C)cc3)CC2)c(OC)c1	-6	2	-0.7	-3	4	3	-0.4	-2	6
